GLP-1R inv ag: acts as inverse agonist at human GLP-1 receptor; P43220; HEK293 GLP-1R CRE-luciferase, luminescence, 24 h; GLP-1R form is constitutively active; Potency, µM (titrated, usually from 38.3 µM), without a hit: at the highest dose activity change, negative = inhibition, hits mostly inhibitors; 410,000 tested, 1.6% active; AID 624417; also: potency is read from the fitted curve at half-maximal effect; % is scaled to controls: 0 for no effect and ±100 for the full control effect; nearly all actives have a fitted effect of over 55% in size
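qHTS in 1536-well format: reporter HEK293 cells expressing constitutive GLP-1R activity in DMEM + 10% Nu serum, 24 hr with compounds at 37 deg C, luminescence read after 12 min with detection reagent.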
HEK293 tox: cytotoxic in the GLP-1 receptor inverse agonist counter-screen; HEK293 cAMP-luciferase reporter cells, luminescence, 24 h; 410,000 tested, 0.13% active; Potency, µM (series often up to 38.3 µM), without a hit: at the top dose activity change, negative = inhibition, hits mostly inhibitors;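 also: loss of luciferase light is scored as toxicity; potency is read from the fitted curve at half-maximal effect; % is scaled to controls: 0 for no effect and ±100 for the full control effect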
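Luminescence readout: signal drop marks cytotoxicity. Plated cells grew 12 h at 37 °C, 5% CO2, received 23 nL compound for 24 h, then got luciferase reagent, read after 12 min at RT.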
MmCpn inh: M. maripaludis TRiC chaperonin inhibition; purified Mm-Cpn ATPase, ADP Transcreener TR-FRET; Potency, µM (titrated, usually from 76.9 µM), for the others: top-dose activity, negative = inhibition, most hits filed as inhibitors; 330,000 tested, 0.031% active; also: potency is read from the fitted curve at half-maximal effect; % is scaled to controls: 0 for no effect and ±100 for the full control effect; nearly all actives have a fitted effect of over 80% in size
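Eu-cryptate anti-ADP/ADP-d2 competition gives a ratio inversely related to ADP. Enzyme at 25 nM was pre-exposed to compound for 10 min, then given 10 uM ATP for 30 min, 37°C throughout.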
aSyn yeast inh: inhibitors of alpha-synuclein toxicity in yeast. Yeast expressing alpha-synuclein, growth rescue, BacTiter-Glo, 24 h. Potency, µM (doses to about 46.1 µM), for the others: top-dose growth rescue (activation), hits mostly activators. 370,000 tested, 0.14% active; also: potency is read from the fitted curve at half-maximal effect; % of control where 0% means no effect; nearly all actives have a fitted effect of over 65% in size
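Rescue of yeast growth: cells expressing toxic alpha-synuclein, induced in galactose at OD600 0.02, incubated with compound 24 h at 30 C. ATP luminescence quantified growth; inhibitors of toxicity appear as activators.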
PTHR1 agonist: activates the human parathyroid hormone receptor PTHR1; Q03431; HEK293 GP2 PTHR1 cells, GloSensor cAMP luminescence, 1 h; Potency, µM (series often up to 115 µM), without a hit: top-dose activation, usual class: activators; 410,000 tested, 0.075% active; AID 743266; also: potency is read from the fitted curve at half-maximal effect; nearly all actives have a fitted effect of over 55% in size; some results filed as inactive show a strong effect at the top dose; inactives centre near -15; many of its hits are not listed in these tables
Target sequence (Q03431 whole entry, looked up): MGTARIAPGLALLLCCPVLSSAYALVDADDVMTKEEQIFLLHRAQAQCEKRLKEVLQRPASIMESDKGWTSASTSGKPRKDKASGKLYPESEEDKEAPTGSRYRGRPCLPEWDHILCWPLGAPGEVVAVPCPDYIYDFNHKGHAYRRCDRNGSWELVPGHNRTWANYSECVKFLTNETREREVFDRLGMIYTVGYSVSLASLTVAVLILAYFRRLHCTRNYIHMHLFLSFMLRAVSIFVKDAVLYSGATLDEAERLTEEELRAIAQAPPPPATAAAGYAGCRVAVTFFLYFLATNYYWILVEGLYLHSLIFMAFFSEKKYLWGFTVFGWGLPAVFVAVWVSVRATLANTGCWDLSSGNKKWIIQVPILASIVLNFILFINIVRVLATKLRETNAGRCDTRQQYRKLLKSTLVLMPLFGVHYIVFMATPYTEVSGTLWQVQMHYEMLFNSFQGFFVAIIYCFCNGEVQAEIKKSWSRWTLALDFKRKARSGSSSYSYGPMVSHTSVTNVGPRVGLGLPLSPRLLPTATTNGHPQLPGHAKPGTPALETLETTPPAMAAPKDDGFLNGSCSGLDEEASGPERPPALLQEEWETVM
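HEK-293-derived GP2 cells expressing PTHR1 and a GloSensor cAMP reporter, 3,000/well, plated overnight, given luciferin plus IBMX (each 0.5 mM as added) for 1 h at 37 °C, then compound for 1 h at 37 °C. Luminescence was read after 15 min at room temperature.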
pAkt inh: inhibitors of Akt phosphorylation. Neuro2A IGF-stimulated pAkt S473 HTRF, 20 min; hits give low values. activity change, % for hits at 50 µM. 360,000 tested, 0.32% active. AID 651550; in the data active = activity change below about -80%; inconclusive = mostly about -51% to -80%; also: % is scaled to controls: 0 for no effect and ±100 for the full control effect
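Single-point screen (50 µM final compound) in Neuro2A cells stimulated 20 min with 6 nM IGF at 37 deg C. After lysis, Ser473-phosphorylated Akt read by HTRF (ex 330 nm, em 615/665 nm) as the 665/615 ratio.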
FUS suppressor: FUS proteinopathy suppression in yeast; S. cerevisiae FUS-expressing, growth rescue, OD600, 24 h; Potency, µM (doses to about 76.6 µM), inactives show top-dose growth rescue (activation), usual class: activators; 390,000 tested, 0.24% active;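 also: potency is read from the fitted curve at half-maximal effect; plate controls were DMSO vehicle for no effect and reference control for full effect; nearly all actives have a fitted effect of over 55% in size; some results filed as inactive show a strong effect at the top dose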
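Compound concentration series was pinned onto galactose-induced FUS-expressing yeast seeded at OD 0.005. Plates sat 24hr at 30C; absorbance at 600 nm gave growth. DMSO served as background control.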
TDP-43 yeast inh: TDP-43 toxicity inhibition in yeast; 410,000 tested, 1.8% active; TDP-43 expressing yeast growth rescue, BacTiter-Glo, 24 h; Potency, µM (top dose mostly 46.1 µM), for the others: top-dose growth rescue (activation), hits mostly activators; also: potency is read from the fitted curve at half-maximal effect; % of control where 0% means no effect; nearly all actives have a fitted effect of over 50% in size
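Growth rescue of TDP-43-toxic yeast measured as ATP luminescence (BacTiter-Glo). Cells grown to mid-log in raffinose, induced in galactose at OD600=0.02, exposed to compound 24 hr at 30 deg C.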
Abeta rescue: compounds reversing amyloid beta toxicity in yeast | Potency, µM (doses to about 46.1 µM), for inactives: at the highest dose growth rescue, usual class: activators | AID 1347071 | 410,000 tested, 0.063% active | yeast expressing A-beta42, growth rescue, OD600, 48 h; response scale: 0% DMSO, 100% iron-clioquinol control; also: potency is read from the fitted curve at half-maximal effect; nearly all actives have a fitted effect of over 55% in size
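Yeast A-beta toxicity model in growth medium with pinned compounds, 48 h at 30 C; growth read as absorbance at 600 nm. Normalized to FeCl3/clioquinol equimolar mix (positive) and DMSO (negative).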
* = called active by the depositor; i = inactive; ? = inconclusive; . = not tested or not shown; [ ] = dose if it differs, or a comment. Unless noted, calls follow the shape of the dose curve; as a rule, active = well fitted curve in the direction sought with a large enough effect; inconclusive = small, poorly fitted or top-dose-only effect, or another doubt; inactive = no such curve, though single readings can be large; an effect the other way counts as inactive or inconclusive.

SMILES	GLP-1R inv ag	HEK293 tox	MmCpn inh	aSyn yeast inh	PTHR1 agonist	pAkt inh	FUS suppressor	TDP-43 yeast inh	Abeta rescue
COc1ccc([C@H]2C[C@H](O)[C@@H](n3cc(C4CC4)nn3)CN2CC2CCCCC2)cc1	?	14.1%	.	-0.6%	-8.9%	i	18.8%	27.2%	2.7%
COc1ccc(OC)c(C(=O)NC(CC(N)=O)c2ccc(NCCN3CCOCC3)c([N+](=O)[O-])c2)c1 (configuration not stated)	25.6%	-14.5%	0.6%	-2.3%	-71.5%	i	0.1%	-32.5%[inhibitor]	0.0%
COc1ccc2cc(-c3ccn[nH]3)ccc2c1	38.3%[activator]	-0.1%	-15.1%	-8.1%	-2.9%	i	24.1%	15.1%	-4.1%
COc1cc(C(=O)NCc2ccc3c(c2)CCN3C(=O)c2ccc(Cl)cc2)cc(OC)c1OC	-10.5%	-3.8%	.	.	5.4%	.	-11.9%	-16.2%	-12.6%
CCOc1cccc(C2NC(=S)NC(C)=C2C(=O)Nc2ccccc2)c1 (configuration not stated)	?	-26.4%	-0.3%	-1.3%	i	i	-0.5%	2.3%	11.5%
O=C(Nc1ccccc1)N(CCN1CCOCC1)Cc1cccc(Cl)c1	3.9%	-3.7%	-0.4%	0.0%	-12.6%[57.5 µM]	.	14.1%	-6.6%	14.3%
CCCn1c(C2CCCN2c2nc(-c3ccc(OC)cc3)cs2)nc2ccccc21 (configuration not stated)	?	?	-20.8%	7.8%	15.0%	i	32.9%	3.8%	-6.7%
Nc1nc(SCC(=O)c2cccc([N+](=O)[O-])c2)n[nH]1	12.8%	18.9%	0.2%	-5.2%	-13.9%	i	16.2%	-1.7%	-5.5%
COC(=O)c1ccc(OC)c(OC)c1Cl	20.2%	9.7%	-1.6%	6.0%	i	i	15.0%	21.3%	-0.4%
Cc1ccc(-n2c(=O)c3ccc(C(=O)NCc4ccccc4Cl)cc3n(CC(=O)Nc3cccc(F)c3)c2=O)cc1	11.4%	-3.9%	.	1.6%	i	.	-10.8%	10.3%	-8.9%
COc1ccc(CN(C(=O)COc2ccccc2)c2ccccc2C(=O)O)cc1	-4.5%	-0.3%	-2.4%	1.3%	i	i	16.0%	-4.4%	.
COc1cnc(N(C)C)nc1Sc1cccc(Cl)c1	?	1.7%	-0.3%	0.1%	i	i	20.9%	?	?
Cc1ccc(Nc2nnc(-c3ccc(C)c(S(=O)(=O)N4CCCCC4)c3)c3ccccc23)cc1	8.2%	10.8%	.	.	i	.	4.7%	18.1%	-7.3%
CCCCSc1oc(-c2ccco2)nc1S(=O)(=O)c1ccccc1	?	0.6%	-4.9%	-3.0%	-23.9%	i	28.7%	-0.4%	-12.3%
C/C(=N\NC(=O)c1cccnc1)c1ccc(OC2OCCOC2Oc2ccc(/C(C)=N/NC(=O)c3cccnc3)cc2)cc1 (configuration not stated)	?	9.1%	1.7%	0.2%	-60.8%[inhibitor]	i	21.6%	12.0%	-19.4%
O=C(CCNC(=O)OCc1ccccc1)NC1CCCCCC1	8.3%	1.9%	1.7%	-7.5%	i	i	.	-4.2%	-6.2%
NNc1nnnc2c1sc1nc(N3CCOCC3)c3c(c12)CCCC3	31.1%[activator]	-9.7%	-2.1%	-0.3%	-16.3%	i	31.4%	20.5%	-2.6%
CC(C)NC(=O)COc1ccc(OCc2ccccc2)cc1	9.0%	0.9%	0.8%	1.2%	i	i	-16.8%	7.4%	-6.0%
COc1ccccc1C(=O)Nn1cnc2ccccc2c1=O	4.8%	-9.5%	1.4%	-0.6%	-11.0%[57.5 µM]	i	-16.9%	-11.7%	-5.4%
Cc1ccc2nc(Cl)c(C3CC(c4ccco4)=NN3C(=O)CCCC(=O)O)cc2c1 (configuration not stated)	4.0%	4.1%	1.4%	6.3%	11.3%	i	?	-15.1%	2.5%
CCc1ccc(S(=O)(=O)NCc2csc(C)n2)cc1	13.2%	8.3%	-0.4%	8.8%	i	i	-15.5%	-1.2%	-2.1%

Gathered by group, the compounds so far with a carbonyl joined to an NH by a bond outside any ring.
SMILES	GLP-1R inv ag	HEK293 tox	MmCpn inh	aSyn yeast inh	PTHR1 agonist	pAkt inh	FUS suppressor	TDP-43 yeast inh	Abeta rescue
COc1ccc(OC)c(C(=O)NC(CC(N)=O)c2ccc(NCCN3CCOCC3)c([N+](=O)[O-])c2)c1 (configuration not stated)	25.6%	-14.5%	0.6%	-2.3%	-71.5%	i	0.1%	-32.5%[inhibitor]	0.0%
COc1cc(C(=O)NCc2ccc3c(c2)CCN3C(=O)c2ccc(Cl)cc2)cc(OC)c1OC	-10.5%	-3.8%	.	.	5.4%	.	-11.9%	-16.2%	-12.6%
CCOc1cccc(C2NC(=S)NC(C)=C2C(=O)Nc2ccccc2)c1 (configuration not stated)	?	-26.4%	-0.3%	-1.3%	i	i	-0.5%	2.3%	11.5%
O=C(Nc1ccccc1)N(CCN1CCOCC1)Cc1cccc(Cl)c1	3.9%	-3.7%	-0.4%	0.0%	-12.6%[57.5 µM]	.	14.1%	-6.6%	14.3%
Cc1ccc(-n2c(=O)c3ccc(C(=O)NCc4ccccc4Cl)cc3n(CC(=O)Nc3cccc(F)c3)c2=O)cc1	11.4%	-3.9%	.	1.6%	i	.	-10.8%	10.3%	-8.9%
C/C(=N\NC(=O)c1cccnc1)c1ccc(OC2OCCOC2Oc2ccc(/C(C)=N/NC(=O)c3cccnc3)cc2)cc1 (configuration not stated)	?	9.1%	1.7%	0.2%	-60.8%[inhibitor]	i	21.6%	12.0%	-19.4%
O=C(CCNC(=O)OCc1ccccc1)NC1CCCCCC1	8.3%	1.9%	1.7%	-7.5%	i	i	.	-4.2%	-6.2%
CC(C)NC(=O)COc1ccc(OCc2ccccc2)cc1	9.0%	0.9%	0.8%	1.2%	i	i	-16.8%	7.4%	-6.0%
COc1ccccc1C(=O)Nn1cnc2ccccc2c1=O	4.8%	-9.5%	1.4%	-0.6%	-11.0%[57.5 µM]	i	-16.9%	-11.7%	-5.4%

Screening results from PubChem.

Only part of the results is shown. The share of hits here may be higher or lower than overall.
